# SK-BR-3 tox 24h: SK-BR-3 proliferation inhibitors | viability, % at 10 µM | AID 847 | SK-BR-3 viability, CellTiter-Glo ATP luminescence, 24 h; hits give low values | 41,000 compounds, 0.47% hits;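 active = viability at or below the median of all test compounds minus 3 SD, in both replicates if run twice, cut at about 45% in these data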;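 also: 100% = median untreated cell wells and 0% = median positive control drug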
# * marks the source's active call; other numbers are inactive results. This is a subset (hit frequency here may not be typical).
SMILES,SK-BR-3 tox 24h
O=C(COc1ccccc1)c1cn(CC(=O)N2CCOCC2)c2ccccc12,92
CCC(C)C(=O)Nc1cc(OC)c(OC)cc1C(=O)O (stereo not given),86
CCCOc1ccc(NC2=CC(=O)CC(C)(C)C2)cc1,111
O=C(c1cc(-c2ccc3c(c2)OCO3)on1)N1CCN(c2ccc(F)cc2)CC1,72
CCN(CC)S(=O)(=O)c1ccc(C(=O)OCC(=O)N2CCN(C(=O)c3ccco3)CC2)cc1,105
N#CC1=C(N)N(c2ccccc2)C(c2ccco2)C1(C#N)C#N (stereo not given),59
CCCC(=O)Nc1c2c(nn1-c1ccc(C)cc1C)CSC2,65
COc1ccc(C(=O)Nc2ccc(-c3ccc(C)o3)cc2)cc1S(=O)(=O)N1CCOCC1,77
COc1ccc(N2CCN(c3nc4c(c(=O)n(C)c(=O)n4C)n3Cc3ccccc3)CC2)cc1,86
CC(C)CC(OC(=O)c1cccs1)C(=O)NCc1cccs1 (stereo not given),92
CC(=O)c1c(N2CCOCC2)nc(=S)n(Cc2ccccc2)c1C,136
COc1ccccc1OCCSc1nnc(C)n1-c1ccccc1,71
CC(=O)Nc1cnc2ccccc2n1,122
CC1=C(C(=O)NCc2ccccc2)C(c2cccnc2)n2ncnc2N1 (stereo not given),86
COc1ccccc1-n1c(SCC(=O)N2CCCC2)nc2cccnc21,90
COc1ccc(CNc2nc3nc(-c4ccccc4)cc(=O)n3[nH]2)cc1OC,118
CCS(=O)(=O)Nc1ccc2c(c1)N(C(C)=O)c1ccccc1CC2,97
CCSc1nnc(NC(=O)C2CC=CCC2C(=O)O)s1 (stereo not given),115
NC(=O)Cn1c(S(=O)(=O)Cc2ccccc2)nc2ccccc21,125
O=C(c1cccc(S(=O)(=O)NCCOc2ccccc2)c1)N1CCN(c2ncccn2)CC1,83
O=C1CC(N2CCC(C(=O)N3CCCCC3)CC2)C(=O)N1 (stereo not given),78
COC(=O)c1ccccc1NC(=O)CSc1ccccn1,81
O=C(CCCn1c(=O)oc2ccccc21)Nc1cccnc1,105
COC(=O)c1oc2ccc(Br)cc2c1NC(=O)c1ccccc1,89
CCC(C)NC(=O)CCCCCn1c(=O)[nH]c2cc(OC)c(OC)cc2c1=O (stereo not given),79
CCCc1nnc(SCc2ccc(OCC)cc2)n1N,91
c1ccc(C(c2nnnn2C2CCCCC2)N2CCc3ccccc3C2)nc1 (stereo not given),77
CCNC(=O)COc1ccc2ccccc2c1,89
CC(C(=O)NCC1(c2ccccc2)CCCC1)N1CCOCC1 (stereo not given),99
COc1cccc(-c2nc(=S)c3c(n2Cc2ccco2)CCCC3)c1,94
Cc1ccc(-c2nnc(CSc3nc(C)nc4sc(C)c(C)c34)o2)cc1,70
CC1CCN(C(=O)CSc2ccc(-c3ccc(F)cc3)nn2)CC1,72
CCOC(=O)C1=C(C)NC(C)=C(C(=O)OCC)C1c1ccc(OC)cc1,79
O=C(CCCCn1c(=O)c2ccccc2n(Cc2ccc(F)cc2)c1=O)NCc1ccco1,50
CCCn1c(C(O)c2cc(OC)ccc2OC)nc2ccccc21 (stereo not given),134
CN(c1cccc(NC(=O)Nc2cccc(Cl)c2)c1)S(C)(=O)=O,92
CCOc1ccccc1N1C(=O)CC(Nc2ccc(N3CCOCC3)cc2)C1=O (stereo not given),97
COC(=O)c1ccccc1NC(=O)CN1CCN(C(=O)c2ccco2)CC1,83
c1ccc(SSc2ccccc2)cc1,93
CCOC(=O)N1CCN(CC(=O)N2c3ccccc3CC2C)CC1 (stereo not given),119
CCOC(=O)c1ccccc1NC(=O)c1c(F)c(F)c(F)c(F)c1F,83
CC(=O)NC1(c2ccccc2)CCN(c2nc(C)cc(C)n2)CC1,95
O=C(Nc1ccccc1C(=O)N1CCCCCC1)c1cccc(S(=O)(=O)N2CCOCC2)c1,75
Cc1ccc(S(=O)(=O)N2CCN(C)CC2)cc1-c1nnc2c3ccccc3c(C)nn12,94
CCOC(=O)CCc1c(C)nc2cc(-c3ccc(Cl)cc3)[nH]n2c1=O,111
CN=C1c2ccccc2CN1c1cccc(C(=O)OC)c1,93
Cc1ccn2c(-c3csc(NCc4ccco4)n3)c(C)nc2c1,70
OCCCc1nc2n(n1)C(c1ccccc1Cl)C=C(c1cccs1)N2 (stereo not given),84
CCOC(=O)c1cc2nc(Nc3ccc(OC)cc3)sc2s1,90
Cc1cc(NCCCN2CCOCC2)n2ncc(-c3ccc(Cl)cc3)c2n1,70
COC(=O)CNC(=O)c1cn(CC(C)C)c(=O)c2cc(OC)c(OC)cc12,94
CSc1nc(C)cc(OCC(=O)N2CCOCC2)n1,91
CCOC(=O)C1CCN(C(=O)CCNC(=O)Cn2ccc3ccccc3c2=O)CC1,76
CCCCOCCCNC(=O)c1ccc(NC(C)=O)cc1,123
CCc1nnc(NC(=O)CCC(=O)N2CCN(Cc3cc(F)ccc3OC)CC2)s1,95
COc1ccc(CSc2nncn2N)cc1Br,125
Cc1c(C(=O)NCCCN2CCCC2=O)oc2ccccc12,96
COc1ccccc1-c1c(NC(=O)c2ccco2)n(-c2ccccc2)nc(C)c1=O,84
CCOC(=O)CC(=O)c1cc(OC)c(OC)c(OC)c1,84
CCOc1ccc(-n2c(SCC(=O)Nc3ccc(OC)cc3)nc3c(c2=O)SCC3)cc1,70

# Following part.
SMILES,SK-BR-3 tox 24h
O=C(OCC(=O)N1CCOCC1)c1ccc2c(c1)OCCO2,74
C=CCNC(=O)CN(c1ccc(F)c(Cl)c1)S(C)(=O)=O,104
COc1ccccc1N1CCN(C(c2cc3cc(C)ccc3[nH]c2=O)c2nnnn2C2CCCC2)CC1 (stereo not given),82
COCCn1nnnc1C(c1cc2ccc(OC)cc2[nH]c1=O)N1CCN(C2CCCCC2)CC1 (stereo not given),106
CN(C)c1nc(Oc2ccc(/C=N/O)cc2)nc(N(C)C)n1,106
Cn1c(=O)oc2cc(S(=O)(=O)Nc3cccc(C(=O)O)c3)ccc21,113
Cc1cccc2cc(C#N)c(NCCNS(=O)(=O)c3ccc4c(c3)OCCO4)nc12,30*
Cc1cnc(C(=O)OCC(=O)Nc2ccc(Cl)cc2)cn1,74
CCCCNC(=O)Nc1cnn(CC)c1C(N)=O,100
COc1ccc(C2C3=C(CCCC3=O)Nc3nc4ccccc4n32)cc1OC (stereo not given),95
COc1ccc(-c2nnnn2-c2ccccc2OC)cc1,112
Cc1cc(=O)oc2cc(OCC(=O)N3CCCC(C)C3)ccc12 (stereo not given),81
N#Cc1nc(-c2ccccc2Cl)oc1N1CCOCC1,96
COc1ccc(/C=N/c2nc3ccccc3n2C)cc1OC,65
CCOC(=O)C1=C(C)OC(N)=C(C#N)C1c1cc(OC)c2c(c1)OCO2 (stereo not given),101

# 5 entries drawn at random from the list so far, as already listed:
SMILES,SK-BR-3 tox 24h
Cc1cccc2cc(C#N)c(NCCNS(=O)(=O)c3ccc4c(c3)OCCO4)nc12,30*
COc1ccc(C2C3=C(CCCC3=O)Nc3nc4ccccc4n32)cc1OC (stereo not given),95
CCOC(=O)c1ccccc1NC(=O)c1c(F)c(F)c(F)c(F)c1F,83
CCOC(=O)C1=C(C)NC(C)=C(C(=O)OCC)C1c1ccc(OC)cc1,79
CCOC(=O)C1=C(C)OC(N)=C(C#N)C1c1cc(OC)c2c(c1)OCO2 (stereo not given),101

# Structures shown so far with a thiophene ring, fused or not:
SMILES,SK-BR-3 tox 24h
CC(C)CC(OC(=O)c1cccs1)C(=O)NCc1cccs1 (stereo not given),92
Cc1ccc(-c2nnc(CSc3nc(C)nc4sc(C)c(C)c34)o2)cc1,70
OCCCc1nc2n(n1)C(c1ccccc1Cl)C=C(c1cccs1)N2 (stereo not given),84
CCOC(=O)c1cc2nc(Nc3ccc(OC)cc3)sc2s1,90

# The list continues.
SMILES,SK-BR-3 tox 24h
CCCC(=O)N1CCc2cc(-c3nc(N)sc3C)ccc21,57
CCC(C(=O)O)n1c(C(F)(F)F)nc2ccccc21 (stereo not given),139
COc1ccc(-n2c(=O)c3ccccc3n(CC(=O)Nc3cc(C)on3)c2=O)cc1OC,100
COc1ccc(C(=O)N2CCC(N3CCN(c4ccccc4)CC3)CC2)cc1OC,110
COC(=O)c1sc(NC(=O)c2csc3c2CCCC3)nc1C,83
CCOC(=O)C(NC(=O)CC(C)C)(Nc1cc(C)on1)C(F)(F)F (stereo not given),135
COc1ccc2c(c1)CCc1c(C(=O)NC3CCCCC3)noc1-2,96
CCN(CC)CCN1C(=O)C(=O)/C(=C(/O)c2c(C)[nH]c(C(=O)OC)c2C)C1c1cccnc1 (stereo not given),96
O=C(NCc1ccccn1)c1ccc(=O)oc1,78
Cc1[nH]nc(N=CC2=C(O)CC(c3ccco3)CC2=O)c1-c1ccccc1 (stereo not given),84
O=C(NCc1cccs1)C1CCN(c2ccc(S(=O)(=O)N3CCOCC3)cc2Cl)CC1,74
Cn1c(=O)c2c(nc(CN3CCc4ccccc4C3)n2Cc2ccc(Cl)cc2)n(C)c1=O,104
COc1ccc(OC)c(C2C=C(c3ccc(C)c(C)c3)Nc3nnnn32)c1 (stereo not given),87
COCC(=O)N(Cc1cc2ccccc2[nH]c1=O)c1ccc(OC)cc1,80
CCn1c(=O)n(CC)c2cc(S(N)(=O)=O)c(C)cc21,84

# An excerpt from above in order of formula weight, high to low:
SMILES,SK-BR-3 tox 24h
CCN(CC)CCN1C(=O)C(=O)/C(=C(/O)c2c(C)[nH]c(C(=O)OC)c2C)C1c1cccnc1 (stereo not given),96
Cn1c(=O)c2c(nc(CN3CCc4ccccc4C3)n2Cc2ccc(Cl)cc2)n(C)c1=O,104
COc1ccc2c(c1)CCc1c(C(=O)NC3CCCCC3)noc1-2,96

# Additional entries:
SMILES,SK-BR-3 tox 24h
O=C(CN1C(=O)c2ccccc2S1(=O)=O)Nc1ccccc1C(=O)NCc1ccco1,106
CC(C)(C)n1cnc2cc(NS(=O)(=O)c3ccccc3)ccc21,99
CC(C)C(=O)Nc1ccc(C(=O)NC2CCSC2=O)cc1 (stereo not given),151
COc1ccc(CC(=O)Nc2ccc(S(=O)(=O)NCC3CCCO3)cc2)cc1 (stereo not given),102
COC(=O)N(C)c1nc2ccccc2s1,75
O=C(CN1C(=O)COc2ccccc21)N(Cc1cccnc1)Cc1cccc(F)c1,82
Cc1ccc2c(c1)-c1ccccc1S(=O)(=O)N2,106
CN(Cc1ccccc1)C(=O)COC(=O)c1ccc2c(c1)OCO2,82
COc1ccc(C(=O)CSc2nnc(-c3ccco3)n2CC2CCCO2)cc1 (stereo not given),46
CNC(=O)CSc1nnnn1CCCOC,95
Cc1n[nH]c(C)c1N1C(=O)c2cccc3cc(Br)cc(c23)C1=O,88
COc1ccc(C(=O)NCC(=O)n2nc(C)cc2C)cc1OC,88
CCOC(=O)CSc1nnc(-c2ccc(OC)cc2OC)o1,96
CC(C)n1c(SCC(=O)Nc2ccc3c(c2)OCO3)nc2c1c(=O)n(C)c(=O)n2C,104
CCc1nnc(NC(=O)c2ccc(S(=O)(=O)NC3CCCCC3)cc2)s1,105
COCCn1c(SCCCc2ccccc2)nc2c1c(=O)[nH]c(=O)n2C,102
CCOC(=O)C(C)Oc1ccc2c(C)cc(=O)oc2c1C(C)=O (stereo not given),69
NC(=O)C1CCN(C(=O)C23CC4CC(CC(C4)C2)C3)CC1,102
COC(=O)n1c(=O)oc2cc(S(=O)(=O)N3CCOCC3)ccc21,84
CC(C)(O)C#Cc1ccc(C(=O)NCc2cccs2)s1,54
CCC(c1c(C)n(C)n(-c2ccccc2)c1=O)c1c(C)n(C)n(-c2ccccc2)c1=O,83
O=C(c1cc2nc(-c3ccco3)cc(C(F)(F)F)n2n1)N1CCCCCC1,108
CCN(CC)C(=O)COc1ccc2oc(C)c(C(=O)OC)c2c1,118
COc1ccc2cc(CN(CCO)C(=O)c3ccc(Br)cc3)c(=O)[nH]c2c1,85
Cc1ccc(-n2c3c(cc(C(=O)NCc4ccco4)c2=O)C(=O)CC(C)(C)C3)cc1,92
CCOC(=O)N1CCN(C(=O)C2COc3ccccc3O2)CC1 (stereo not given),117
CCOc1ccccc1-n1c(SCC(=O)NC)nnc1-c1ccco1,91
Cn1cccc1C(C(=O)NC1CCCCC1)N(C(=O)Cc1cccs1)c1ccc2c(c1)OCO2 (stereo not given),85
Cc1cc(NC(=O)c2cccnc2)ccc1NC(=O)c1ccco1,91
